Bioassay records deposited in PubChem BioAssay by National Center for Advancing Translational Sciences (NCATS).
Pf growth 96h – inhibits malaria parasite growth, 96 h; actives 6.9% (n = 320,000); Potency, µM (doses to about 28.7 µM), for the others: at the highest dose activity change, negative = inhibition, usual class: inhibitors; P. falciparum luciferase reporter growth, 96 h; further: potency means the concentration at half of the fitted maximal effect; on the % scale 0 is the no-effect control and ±100 the full control effect
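Two parasite generations (96 h, 37 C, 5% CO2) of compound exposure in infected erythrocytes (0.05% parasitemia, 2% hematocrit). Luciferase-reporter P. falciparum; decreased luminescence indicates inhibited growth, aimed at apicoplast-acting delayed death.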
Shiga inhibitor – Shiga toxin inhibition. Vero cells, Shiga toxin protein synthesis inhibition reporter. inhibition, % at 38.7 µM. actives 9.2% (n = 290,000). AID 2315; in the data active means inhibition mostly above about 28%, no sharp cut-off; inactive means mostly below about 43%; further: 0% is about no effect
Pf growth 48h – P. falciparum growth inhibition at 48 hours (one generation). P. falciparum luciferase growth in erythrocytes, 48 h. Potency, µM (titrated, usually from 28.7 µM), without a hit: at the highest dose activity change, negative = inhibition, actives largely listed as inhibitors. actives 5.9% (n = 310,000). AID 504832; further: potency means the concentration at half of the fitted maximal effect; on the % scale 0 is the no-effect control and ±100 the full control effect
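Read-out is firefly luciferase luminescence from an integrated reporter in P. falciparum, so falling signal marks reduced parasite growth. Infected erythrocytes were at 2% hematocrit and 0.1% parasitemia (final) in Albumax-supplemented RPMI 1640.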
CHX counter – counter-screen for Shiga toxin inhibitors: cycloheximide protein synthesis inhibition. cell reporter, cycloheximide protein synthesis inhibition counterscreen. max response, %. actives 12% (n = 300,000). AID 2314; in the data active means max response mostly above about 13%, no sharp cut-off; inactive means mostly below about 14%; further: read at 38.3 µM for the half of the compounds with a filed dose; 0% is about no effect
LmPK inh – inhibitors of Leishmania mexicana pyruvate kinase. Potency, µM (top dose mostly 57.5 µM), without a hit: at the top dose activity change, negative = inhibition, usual class: inhibitors. actives 0.37% (n = 290,000). purified LmPK, Kinase-Glo ATP luminescence, 1 h. Q27686; further: potency means the concentration at half of the fitted maximal effect; on the % scale 0 is the no-effect control and ±100 the full control effect
Target sequence (Q27686 whole entry, looked up): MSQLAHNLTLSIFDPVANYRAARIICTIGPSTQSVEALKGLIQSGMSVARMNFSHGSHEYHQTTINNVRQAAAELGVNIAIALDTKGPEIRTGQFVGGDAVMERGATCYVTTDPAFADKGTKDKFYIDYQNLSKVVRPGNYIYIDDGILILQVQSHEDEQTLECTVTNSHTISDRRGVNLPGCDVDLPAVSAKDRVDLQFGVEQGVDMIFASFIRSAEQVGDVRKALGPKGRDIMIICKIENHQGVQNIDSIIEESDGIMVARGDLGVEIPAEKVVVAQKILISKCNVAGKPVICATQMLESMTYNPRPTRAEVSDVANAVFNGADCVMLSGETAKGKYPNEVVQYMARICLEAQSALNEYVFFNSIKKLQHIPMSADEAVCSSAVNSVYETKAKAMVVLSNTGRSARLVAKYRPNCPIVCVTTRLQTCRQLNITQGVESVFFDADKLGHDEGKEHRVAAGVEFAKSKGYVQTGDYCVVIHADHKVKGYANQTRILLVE
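Purified LmPK (0.1 nM) converted ADP (0.1 mM) to ATP with PEP (0.5 mM) in imidazole buffer pH 7.2 with KCl and MgCl2, 1 h at room temperature. ATP was read by Kinase-Glo luminescence; data normalized to uninhibited and no-enzyme controls.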
TbPYK inhibitor – blocks Trypanosoma brucei pyruvate kinase | TbPYK enzyme, Kinase-Glo Plus ATP luminescence, 45 min | Potency, µM (highest dose often 76.8 µM), for inactives: at the top dose activity, negative = inhibition, hits mostly inhibitors | actives 0.12% (n = 410,000); further: potency means the concentration at half of the fitted maximal effect; on the % scale 0 is the no-effect control and ±100 the full control effect; nearly all actives have a fitted effect of over 50% in size
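Quantitative HTS: titrated library compounds versus trypanosomal pyruvate kinase in TEA buffer (pH 7.2) containing KCl, MgCl2, BSA and Tween-20. Reactions were initiated with ADP, 130 uM final. Kinase-Glo Plus luminescence was read after 45 min at RT.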
AmpC inh no detg – blocks E. coli AmpC beta-lactamase in detergent-free assay | P00811 | AmpC nitrocefin hydrolysis, absorbance 480 nm, 0.0001% Triton | Potency, µM (series often up to 57.1 µM), for the others: at the highest dose activity change, negative = inhibition, actives largely listed as inhibitors | actives 0.52% (n = 330,000);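 further: potency means the concentration at half of the fitted maximal effect; plate controls were no compound for no effect and no enzyme for full effect; nearly all actives have a fitted effect of over 20% in size; some results filed as inactive show a strong effect at the top dose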
Target sequence (P00811 whole entry, looked up): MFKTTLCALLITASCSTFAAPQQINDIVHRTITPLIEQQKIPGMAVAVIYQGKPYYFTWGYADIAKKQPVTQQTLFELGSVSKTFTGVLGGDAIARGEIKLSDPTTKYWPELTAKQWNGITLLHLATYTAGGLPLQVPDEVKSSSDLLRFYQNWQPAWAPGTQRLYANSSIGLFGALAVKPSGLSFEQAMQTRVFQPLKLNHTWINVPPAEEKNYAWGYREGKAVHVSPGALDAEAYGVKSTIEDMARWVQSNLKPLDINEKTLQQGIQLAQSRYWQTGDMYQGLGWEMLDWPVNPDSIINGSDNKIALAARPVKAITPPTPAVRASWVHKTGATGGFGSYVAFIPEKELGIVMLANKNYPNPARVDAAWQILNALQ
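20 mM phosphate pH 7.0 + 0.01% (detergent screen) or 0.0001% Triton X-100; 5.3 nM AmpC reagent; cpd preinc 15 min RT; nitrocefin (800 uM stock) to start; A480 q20 s × 4 min; Activity was normalised to no-enzyme and no-compound control wells.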
* = called active by the depositor; [ ] = another dose, or the depositor's remark. Unless noted, the call rests on the fitted dose curve; in most records, active means well fitted curve in the direction sought with a large enough effect; inconclusive means small, poorly fitted or top-dose-only effect, or another doubt; inactive means no such curve, though single readings can be large; an effect the other way counts as inactive or inconclusive.

Cc1ccccc1CCN1CCCC(CN(C)C(=O)c2ccc3ncccc3c2)C1 (centres undefined) was read as Pf growth 96h inconclusive, Shiga inhibitor -1, Pf growth 48h inconclusive, CHX counter 2, LmPK inh 2%, TbPYK inhibitor -3% and AmpC inh no detg 1%.
Screening COc1cccc(-n2cnnc2SCC(=O)NC2CC2)c1 returned Pf growth 96h -23%, Pf growth 48h -10%, TbPYK inhibitor 6% and AmpC inh no detg -21%.
COc1ccc(NC(=O)Nc2cccc(F)c2)c(OC)c1 was read as Pf growth 96h -18%, Shiga inhibitor 46, Pf growth 48h -24%[5.75 µM], CHX counter 17*, LmPK inh -3%, TbPYK inhibitor 3% and AmpC inh no detg -29%.
For CCN1C(=O)c2ccccc2Sc2ccc(C(=O)NCCCN3CCOCC3)cc21 the results were Pf growth 96h 15%, Shiga inhibitor -4, Pf growth 48h inconclusive, CHX counter -2, LmPK inh 3%, TbPYK inhibitor 2% and AmpC inh no detg 106%[activator].
Screening COc1ccc(-n2c(C)c(C)c3c(NCCN(C)C)ncnc32)cc1 returned Pf growth 96h -20%, Shiga inhibitor 1, CHX counter -2, LmPK inh 2%, TbPYK inhibitor -6% and AmpC inh no detg 19%.
For CCC1CCC2(CC1)NNC(=S)NN2 the results were Pf growth 96h inconclusive, Shiga inhibitor 21, CHX counter 9, LmPK inh -5%, TbPYK inhibitor -10% and AmpC inh no detg -13%.
Screening COc1ccc(CC(=O)NCC2COc3ccccc3O2)cc1 (centres undefined) returned Pf growth 96h inconclusive, Shiga inhibitor 17, Pf growth 48h 6%, CHX counter 9, LmPK inh 1%, TbPYK inhibitor -7% and AmpC inh no detg -3%.
Screening Cc1ccccc1N1C(=O)c2cccc([N+](=O)[O-])c2C1=O returned Pf growth 96h 17%, Shiga inhibitor -7, Pf growth 48h 10%, CHX counter 2, LmPK inh -8%, TbPYK inhibitor -1% and AmpC inh no detg -39%.
For CCOC(=O)CSC1=C(C#N)C(=O)NC(c2ccc(OC)c(OC)c2)S1 (centres undefined) the results were Pf growth 96h 39%[activator], Shiga inhibitor -9, Pf growth 48h 26%, CHX counter 2, LmPK inh 0%, TbPYK inhibitor -31% and AmpC inh no detg -15%.
O=C(c1ccc(Cl)nc1)N1CCN(S(=O)(=O)c2ccc(Cl)cc2)CC1 was read as Pf growth 96h 17%, Shiga inhibitor -1, Pf growth 48h 17%, CHX counter -3, LmPK inh 2%, TbPYK inhibitor 4% and AmpC inh no detg 17%.
For CCC1S/C(=N/N=C/c2ccco2)N(Cc2ccccc2)C1=O (centres undefined) the results were Pf growth 96h inconclusive, Shiga inhibitor 18, Pf growth 48h inconclusive, CHX counter 8, LmPK inh -1%, TbPYK inhibitor 2% and AmpC inh no detg -53%.
For COc1ccc(-c2nnc(SC)o2)c(OC)c1 the results were Pf growth 96h 0%, Shiga inhibitor 72*, Pf growth 48h 100%[activator], CHX counter 21*, LmPK inh 3%, TbPYK inhibitor -9% and AmpC inh no detg -6%.
For COc1cccc(CN(C)C(=O)c2ccc(OCC(=O)N3CCOCC3)c(OC)c2)c1 the results were Pf growth 96h -19%, Pf growth 48h -8%, TbPYK inhibitor 1% and AmpC inh no detg -2%.
For Nc1cccc(-c2csc(-n3ncc(C(=O)O)c3C(F)(F)F)n2)c1 the results were Pf growth 96h 3%, Shiga inhibitor -8, Pf growth 48h 5%, CHX counter -1, LmPK inh 3%, TbPYK inhibitor -16% and AmpC inh no detg -18%.
Screening COc1ccccc1-c1cc(C(F)(F)F)c(C#N)c(=O)[nH]1 returned Pf growth 96h -41%[1.15 µM], Shiga inhibitor 7, Pf growth 48h -25%, CHX counter -5, LmPK inh 1%, TbPYK inhibitor -4% and AmpC inh no detg -14%.
Cc1cc(C)nc(SCc2nnc(SCC(=O)Nc3ccc(C)c(C)c3)o2)n1 was read as Pf growth 96h -3%, Shiga inhibitor 19, Pf growth 48h -17%, CHX counter -6, LmPK inh 1%, TbPYK inhibitor -2% and AmpC inh no detg 25%.
`COC(=O)c1sc2nc(CN3CCOCC3)nc(N3CCOCC3)c2c1C` gave Pf growth 96h 22%, Shiga inhibitor 17, Pf growth 48h 10µM*, CHX counter -4, LmPK inh -10%, TbPYK inhibitor 3% and AmpC inh no detg -3%.
CC(O)CNc1ccc(-c2n[nH]c(=O)c3ccccc23)cc1[N+](=O)[O-] (centres undefined) was read as Pf growth 96h 52%[activator], Shiga inhibitor -17, Pf growth 48h 0%, CHX counter 22*, LmPK inh 10%, TbPYK inhibitor 4% and AmpC inh no detg -7%.
Screening CCOC(=O)c1cccc(NC(=O)c2ccco2)c1 returned Shiga inhibitor 28*, Pf growth 48h 55%[activator], CHX counter 41*, LmPK inh -4%, TbPYK inhibitor -2% and AmpC inh no detg -15%.
Screening CCN(CC(=O)Nc1ccccc1C(F)(F)F)C(=O)COc1cccc2c1OC(C)(C)C2 returned Pf growth 96h -20%, Pf growth 48h 3%, TbPYK inhibitor -2% and AmpC inh no detg 75%[activator].

Looked up by structure from the entries so far:
CC(O)CNc1ccc(-c2n[nH]c(=O)c3ccccc23)cc1[N+](=O)[O-] (centres undefined) was read as Pf growth 96h 52%[activator], Shiga inhibitor -17, Pf growth 48h 0%, CHX counter 22*, LmPK inh 10%, TbPYK inhibitor 4% and AmpC inh no detg -7%.
For CCC1S/C(=N/N=C/c2ccco2)N(Cc2ccccc2)C1=O (centres undefined) the results were Pf growth 96h inconclusive, Shiga inhibitor 18, Pf growth 48h inconclusive, CHX counter 8, LmPK inh -1%, TbPYK inhibitor 2% and AmpC inh no detg -53%.
For COc1cccc(CN(C)C(=O)c2ccc(OCC(=O)N3CCOCC3)c(OC)c2)c1 the results were Pf growth 96h -19%, Pf growth 48h -8%, TbPYK inhibitor 1% and AmpC inh no detg -2%.

The list goes on.
O=C(CCN1CCCC1)Nc1ccc(Br)cc1 was read as Pf growth 96h -15%, Shiga inhibitor 8, Pf growth 48h 1%, CHX counter -1, LmPK inh 0%, TbPYK inhibitor -6% and AmpC inh no detg -23%.
For Cc1cc(C(=O)NCCc2ccc(Cl)cc2)c(C)o1 the results were Pf growth 96h 51%[activator], Shiga inhibitor 87*, Pf growth 48h 35%[activator], CHX counter 49*, LmPK inh -12%, TbPYK inhibitor -2% and AmpC inh no detg -8%.
`COc1ccc(CCN(C)c2ncnc3sccc23)cc1OC` gave Pf growth 96h 4%, Shiga inhibitor -12, Pf growth 48h -5%, CHX counter -2, LmPK inh 7%, TbPYK inhibitor 2% and AmpC inh no detg -16%.
For CC1CN(CCCOc2ccccc2[N+](=O)[O-])CC(C)O1 (centres undefined) the results were Pf growth 96h -10%, Shiga inhibitor 4, Pf growth 48h 3%, CHX counter 3, LmPK inh 0%, TbPYK inhibitor 6% and AmpC inh no detg -6%.
Screening COc1cccc(OC)c1C(=O)OCCCOC(=O)c1c(OC)cccc1OC returned Pf growth 96h inconclusive, Shiga inhibitor 12, Pf growth 48h -20%, CHX counter -2, LmPK inh -10%, TbPYK inhibitor 4% and AmpC inh no detg 52%.
Screening COc1ccc(C2C(C(=O)NCc3cccnc3)c3cc(OC)c(OC)cc3C(=O)N2C)cc1 (centres undefined) returned Pf growth 96h 15%, Shiga inhibitor 4, CHX counter -2, LmPK inh -3%, TbPYK inhibitor -3% and AmpC inh no detg 21%.
`CCc1ccccc1N(CC(=O)N1CCCC1)S(C)(=O)=O` gave Pf growth 96h 10µM*, Shiga inhibitor -10, Pf growth 48h -2%, CHX counter 1, LmPK inh -2%, TbPYK inhibitor 7% and AmpC inh no detg -2%.
For CC(O)c1c(-c2ccccc2)nn(C)c1Cl (centres undefined) the results were Pf growth 96h 19%, Shiga inhibitor -6, Pf growth 48h 0%, CHX counter -1, LmPK inh -2%, TbPYK inhibitor -2% and AmpC inh no detg -7%.
`CCOC(=O)N/N=C/c1ccc(C)o1` gave Pf growth 96h 36%[activator], Shiga inhibitor 5, Pf growth 48h 11%, CHX counter 2, LmPK inh -5%, TbPYK inhibitor -3% and AmpC inh no detg -18%.
`Nc1nc(NCc2ccccc2Cl)n(-c2ccccc2)n1` gave Pf growth 96h inconclusive, Shiga inhibitor -4, Pf growth 48h 22%, CHX counter -1, LmPK inh 1%, TbPYK inhibitor -3% and AmpC inh no detg 1%.
O=C(NCCCNC(=O)c1cccnc1)c1ccc(Cl)cc1 was read as Pf growth 96h 7%, Shiga inhibitor -5, Pf growth 48h -11%, CHX counter 0, LmPK inh -5%, TbPYK inhibitor 2% and AmpC inh no detg -14%.
CCCCn1c(N)c(N(CCC(C)C)C(=O)c2ccc3ccccc3c2)c(=O)[nH]c1=O was read as Pf growth 96h 9%, Pf growth 48h 5%, TbPYK inhibitor 0% and AmpC inh no detg -3%.
For CCOc1cccc(CN2CCC(n3nccc3NC(=O)c3ccc4c(c3)OCO4)CC2)c1 the results were Pf growth 96h 12%, Shiga inhibitor -11, Pf growth 48h inconclusive, CHX counter 5, LmPK inh -8%, TbPYK inhibitor -3% and AmpC inh no detg 67%[activator].
`Cc1ccc(S(=O)(=O)C2(C(=O)NCc3ccc4c(c3)OCO4)CC2)cc1` gave Pf growth 96h inconclusive, Shiga inhibitor 13, Pf growth 48h 20%, CHX counter -2, LmPK inh 2%, TbPYK inhibitor 2% and AmpC inh no detg inconclusive.
Screening COc1cc(-c2c(C#N)c(N)nc3[nH]c(=S)[nH]c(=O)c23)ccc1O returned Pf growth 96h 26%, Shiga inhibitor -5, CHX counter -4, LmPK inh -5%, TbPYK inhibitor -1% and AmpC inh no detg -11%.
`CCOC(=O)N1CCN(C(=O)c2cc3c(s2)-c2ccccc2OC3)CC1` gave Pf growth 96h 8.3µM*, Shiga inhibitor 14, Pf growth 48h 0%, CHX counter 8, LmPK inh 5%, TbPYK inhibitor -1% and AmpC inh no detg -59%.
For COc1cc(OC)cc(C(=O)Nc2cccc(NC(C)=O)c2)c1 the results were Pf growth 96h -27%, Shiga inhibitor 6, Pf growth 48h 27%, CHX counter 3, LmPK inh -10%, TbPYK inhibitor 0% and AmpC inh no detg -10%.
`c1ccc(Nc2nc(-c3ccncc3)cs2)nc1` gave Pf growth 96h 13%, Shiga inhibitor 75*, Pf growth 48h 234%[activator], CHX counter 36*, LmPK inh -27%, TbPYK inhibitor 4% and AmpC inh no detg -29%.
For COc1ccc(OC)c(NC(=O)c2nc(-c3ccccc3)oc2C)c1 the results were Pf growth 96h 36%[activator], Shiga inhibitor -17, Pf growth 48h 16%, CHX counter 1, LmPK inh -2%[11.5 µM], TbPYK inhibitor 3% and AmpC inh no detg -28%.
For CS(=O)(=O)N(CC(=O)Nc1ccccc1C(=O)N1CCCC1)c1ccc2c(c1)OCO2 the results were Pf growth 96h 17%, Shiga inhibitor 5, Pf growth 48h -8%, CHX counter 8, LmPK inh 8%, TbPYK inhibitor 5% and AmpC inh no detg -11%.

The order is random; overall some 22% were active at least once.
